Calb biofilm kill – kills Candida albicans biofilms | C. albicans biofilm + clotrimazole, Alamar Blue | inhibition, % at 6 µM | 85,000 tested, 0.14% active;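 active = inhibition above 20%; inactive = inhibition below 20%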;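 also: preformed 24 hr biofilms exposed to compound for 48 hr; 0% = biofilm without compound and 100% = blank killed by clotrimazole plus chlorhexidine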
CYP2C9 inhib – inhibitors of human CYP2C9; CYP2C9 Supersomes, luciferin-H conversion, luminescence; inhibition, % at 5 µM; 96,000 tested, 20% active; AID 777;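 active = blocking of liver enzyme CYP2C9 beyond about 50% at 5 µM, limit read from the data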; also: values of inactives mirror those of a sister screen read the other way
Target sequence (P11712 whole entry, looked up): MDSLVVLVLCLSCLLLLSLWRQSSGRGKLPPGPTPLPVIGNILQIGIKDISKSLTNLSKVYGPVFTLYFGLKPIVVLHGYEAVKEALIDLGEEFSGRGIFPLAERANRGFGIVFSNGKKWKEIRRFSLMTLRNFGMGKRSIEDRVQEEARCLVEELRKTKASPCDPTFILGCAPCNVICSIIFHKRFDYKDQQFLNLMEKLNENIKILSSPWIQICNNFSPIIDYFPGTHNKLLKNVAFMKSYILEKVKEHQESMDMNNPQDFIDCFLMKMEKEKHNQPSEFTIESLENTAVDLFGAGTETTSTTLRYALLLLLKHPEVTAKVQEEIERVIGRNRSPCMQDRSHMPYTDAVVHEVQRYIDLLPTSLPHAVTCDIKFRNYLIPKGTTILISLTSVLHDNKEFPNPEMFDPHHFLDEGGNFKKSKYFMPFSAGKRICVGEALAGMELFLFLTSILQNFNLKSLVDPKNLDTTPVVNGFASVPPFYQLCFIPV
CYP2C9 act – CYP2C9 (human) activation | recombinant CYP2C9, luciferin-H conversion, luminescence; hits give high values; factor 1 = untreated enzyme, 0 = blocked | activation factor at 5 µM | 96,000 tested, 1.4% active;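 active = activation factor of 2 or more for CYP2C9 at a 5 µM dose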;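 also: 0 = sulfaphenazole-blocked wells and 1 = vehicle-only wells; values of inactives mirror those of a sister screen read the other way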
TNFa cytotox – HUVEC cytotoxicity counter-screen, TNF alpha stimulated | HUVEC TNFalpha-stimulated, Hoechst cell count, imaging | cell count reduction, % at 2 µM | 93,000 tested, 0.17% active | AID 848;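 active = cell count reduction exceeding the screen mean by over 5 SD, scaled to untreated wells per plate, cut at about 78% in these data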;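 also: cells counted after 24 h of TNF alpha exposure following the 1 h pretreatment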
VCAM1 TNFa inh – reduces TNF alpha induced VCAM1 expression in HUVEC; HUVEC TNFa-induced VCAM-1 immunofluorescence, high-content imaging; inhibition, % at 2 µM; 95,000 tested, 0.48% active; AID 802;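 active = inhibition above the batch mean plus 3 SD, with images confirmed as a hit by eye, cut at about 37% in these data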;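 also: 0% = TNF-stimulated DMSO wells and 100% = unstimulated control wells; not every result past the cut was called active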
CYP2C19 inhib – blocks human cytochrome P450 2C19; CYP2C19 Supersomes, luciferin-H EGE luminescence, 30 min; 96,000 tested, 21% active; AID 778; P33261; inhibition, % at 5 µM;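 active = CYP2C19 inhibition above a set limit at 5 µM in the primary screen, cut at about 50% in these data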;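 also: plate controls were negative control wells for no effect and 2.5 mM tranylcypromine positive control for full effect; values of inactives mirror those of a sister screen read the other way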
Target sequence (P33261 whole entry, looked up): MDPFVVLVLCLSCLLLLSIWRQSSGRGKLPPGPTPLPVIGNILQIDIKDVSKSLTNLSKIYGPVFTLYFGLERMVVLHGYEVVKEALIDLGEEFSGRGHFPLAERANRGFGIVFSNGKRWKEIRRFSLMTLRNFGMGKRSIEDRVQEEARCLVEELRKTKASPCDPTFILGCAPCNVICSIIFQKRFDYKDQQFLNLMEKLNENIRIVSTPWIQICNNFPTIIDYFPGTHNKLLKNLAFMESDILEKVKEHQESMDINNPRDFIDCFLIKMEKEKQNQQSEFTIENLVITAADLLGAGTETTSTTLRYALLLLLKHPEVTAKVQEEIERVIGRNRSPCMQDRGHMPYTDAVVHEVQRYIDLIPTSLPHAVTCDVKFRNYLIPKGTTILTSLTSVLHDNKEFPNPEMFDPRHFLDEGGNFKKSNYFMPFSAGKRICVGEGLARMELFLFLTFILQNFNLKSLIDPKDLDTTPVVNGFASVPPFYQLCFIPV
IL1B cytotox – toxic to HUVEC cells under IL-1B stimulation | HUVEC cell count loss, Hoechst imaging, IL-1B stimulated | cell count reduction, % at 2 µM | 94,000 tested, 0.41% active | AID 845;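 active = cell count reduction more than 3 SD above the screen-wide mean, cut at about 70% in these data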;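 also: normalized per plate to untreated control cells as the no-loss baseline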
hDAT+cocaine – human DAT dopamine uptake with cocaine, either direction. 110,000 tested, 1.3% active. B-score at 10 µM. Q01959. LLC-PK1 hDAT cells, [14C]-dopamine uptake with cocaine IC80; actives deviate in either direction;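 active = Z score or B-score, a plate-position-corrected score, falls beyond the plate's 99.7% confidence bounds, in either direction; inactive = both scores lie inside the 99.7% bounds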;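 also: scored against the spread of the other compound wells on the same plate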
CYP2C19 activ – increases human CYP2C19 enzyme activity | recombinant CYP2C19, luciferin-H EGE luminescence; hits give high values; 0 = fully inhibited enzyme, 1 = untreated enzyme | activation factor at 5 µM | 96,000 tested, under 10 active | AID 1025;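 active = activation factor of at least 2 at 5 µM in the primary screen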;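 also: 0 = wells with 2.5 mM tranylcypromine and 1 = vehicle-only wells; values of inactives mirror those of a sister screen read the other way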
An asterisk follows results filed as active; / = not tested or not shown.

SMILES	Calb biofilm kill	CYP2C9 inhib	CYP2C9 act	TNFa cytotox	VCAM1 TNFa inh	CYP2C19 inhib	IL1B cytotox	hDAT+cocaine	CYP2C19 activ
O=C1CC(Nc2ccc(N3CCOCC3)cc2)C(=O)N1c1cccc(C(F)(F)F)c1 (stereo unspecified)	12	-10	1.1	0	30	16	17	0.018	0.8
COc1cccc2c(=O)n(CC(=O)N3CCCc4ccccc43)ccc12	-10	46	0.5	-11	7	87*	-6	0.6	0.1
O=C1c2ccccc2C2=Nc3ccccc3SC(c3ccccc3F)C12 (stereo unspecified)	/	9	0.9	-1	0	8	-21	-1	0.9
Fc1ccc(Cn2cnc3ccccc32)cc1	6	13	0.9	-47	14	44	-14	-0.23	0.6
CCOc1ccc(NC(=O)CCS(=O)(=O)c2ccc3c(c2)CCCN3C(C)=O)cc1	6	-1	1	-52	-32	43	-17	0.89	0.6
Cc1nc(-c2cccc(NS(C)(=O)=O)c2)cs1	0	-1	1	-8	14	-11	7	/	1.1
CCCc1ccc(-c2cc(C(=O)N/N=C/c3ccc([N+](=O)[O-])o3)c3ccccc3n2)cc1	/	96*	0	12	4	51*	14	/	0.5
CC(=O)c1ccc(NC(=O)Oc2ccccc2)cc1	2	39	0.6	8	15	54*	19	0.89	0.5
COC(=O)Nc1ccc(OC)c(OC)c1	5	10	0.9	/	/	9	-31	0.62	0.9
CC(C)COc1ccc(/C(=N/O)c2ccccc2)cc1	-5	17	0.8	5	3	13	6	0.61	0.9
COc1ccc(-c2[nH]ncc2/C=C(\C#N)C(=O)NC2CC2)cc1	/	52*	0.5	-4	15	54*	2	0.076	0.5
C/C(=N\NC(=O)C(C)Sc1ccccc1)C(C)(C)C (stereo unspecified)	/	25	0.8	-13	7	20	0	0.13	0.8
Cc1ccnc(NC(=O)CCC(=O)N(CC(=O)NC2CCCCC2)Cc2ccc3c(c2)OCO3)c1	8	76*	0.2	/	/	56*	/	/	0.4
COc1cccc(C(=O)Nc2ccccc2N2CCOCC2)c1	7	53*	0.5	8	8	62*	-33	0.95	0.4
CC(=O)Nc1ccc(S(=O)(=O)NC2=C(N3CCN(Cc4ccccc4)CC3)C(=O)c3ccccc3C2=O)cc1	3	80*	0.2	-32	14	76*	3	/	0.2
CCOC(=O)CN(C(=O)CSc1nnc(CNc2ccc(C)cc2C)o1)c1ccccc1	2	47	0.5	-21	5	33	10	-0.17	0.7
CC(NC(=O)OCc1ccccc1)C(=O)OCN1C(=O)c2ccccc2C1=O (stereo unspecified)	1	29	0.7	-25	1	42	-4	0.014	0.6
Cc1cccc(-n2ncc(C#N)c2-n2cccc2)c1	/	40	0.6	-3	0	22	12	-0.67	0.8
Cc1cc(NS(=O)(=O)Cc2ccccc2)no1	/	5	1	-2	5	-1	0	-0.64	1
CCc1cccc(NC(=O)Cn2cccc2)c1	5	-98	2*	-13	7	30	27	-0.023	0.7
Nn1c(=O)c2ccccc2n2c(SCc3ccc(C(F)(F)F)cc3)nnc12	/	50*	0.5	4	-17	42	-6	1.3	0.6
Cc1cc(S(=O)(=O)NCCc2ccccc2)c(C)s1	/	47	0.5	52	65	32	21	-0.033	0.7
O=c1cccccc1NCc1ccccc1	/	16	0.8	-8	14	11	5	0.32	0.9
CC(=O)c1cc(C#N)c(Oc2ccc(F)cc2)nc1C	/	7	0.9	-9	6	16	-2	0.089	0.8
Nc1c(NCc2ccccc2)c2ccccc2oc1=O	6	73*	0.3	10	-5	97*	-27	-0.42	0
Continuation.
SMILES	Calb biofilm kill	CYP2C9 inhib	CYP2C9 act	TNFa cytotox	VCAM1 TNFa inh	CYP2C19 inhib	IL1B cytotox	hDAT+cocaine	CYP2C19 activ
Cc1ccc(NC(=O)N2CCN(c3ccccn3)CC2)cc1	0	8	0.9	2	-12	13	1	0.11	0.9
COc1ccc(NC(=O)CCCN2C(=O)C3C4C=CC(C4)C3C2=O)c(OC)c1 (stereo unspecified)	5	/	/	-5	-21	/	-12	-0.52	/
O=C(/C=C\c1ccccc1)Nc1nccs1	8	/	/	-1	16	/	-173	-0.38	/
CC(=O)Nc1ccc(NC(=O)/C(Cl)=C/c2ccccc2)cc1	/	-3	1	-15	17	10	14	-0.15	0.9
Cc1ccc(-c2csc(N)n2)s1	-4	18	0.8	-13	-14	18	-31	-2.2e-05	0.8
Cc1cccc(N2CCN(C(=O)C3CCCN(S(=O)(=O)c4cnc[nH]4)C3)CC2C)c1 (stereo unspecified)	1	/	/	-1	-4	/	-6	0.33	/
CC(=O)Nc1ccc(NC(=O)Oc2ccccc2)cc1	7	10	0.9	-16	4	10	-11	0.19	0.9
Cc1c(Cl)c(C(=O)Nc2nc3ccccc3n2CCN2CCCCC2)nn1C	2	5	0.9	-44	9	22	5	/	0.8
O=C(CCSc1nc(-c2ccco2)cc(C(F)(F)F)n1)NCCc1ccccc1	-3	51*	0.5	-7	8	39	1	-0.36	0.6
Cc1ccnc(N2CCC(C(=O)Nc3ccc4c(c3)CCC4)CC2)n1	5	9	0.9	/	/	27	/	0.34	0.7
CC(Oc1ccc(Cl)cc1Cl)c1nc(-c2ccc(NC(=O)c3ccco3)cc2)no1 (stereo unspecified)	5	54*	0.5	-3	-13	24	-2	0.66	0.8
CCc1ccc2nc3nc(C)cc(C)c3c(N)c2c1	/	1	1	-11	7	-6	9	0.85	1.1
NC(=O)c1ccccc1NS(=O)(=O)c1cccs1	5	-90	1.9	-33	-4	14	-1	-3.2*	0.9
COc1cc2[nH]c3c(N4CCC(C(N)=O)CC4)ncnc3c2cc1OC	4	-2	1	-26	-13	2	-19	/	1
O=c1cc(C(F)(F)F)nc(-n2[nH]c3c(c2=O)CCCC3)[nH]1	/	-2	1	18	-3	1	-22	-0.76	1
CC1CCCC(C)N1CCNC(=O)C1CCN(S(=O)(=O)N2CCCCC2)CC1 (stereo unspecified)	9	-6	1.1	36	27	6	17	-0.55	0.9
CCC(=O)NNc1cccc(Cl)n1	/	4	1	-5	3	7	-32	/	0.9
CCC(C)(C)n1nnnc1C(C(C)C)N1CCSCC1 (stereo unspecified)	10	20	0.8	-28	11	41	-49	0.23	0.6
Cc1nc(C(C)(C)O)n(-c2ccccc2)n1	0	4	1	-3	-12	10	-2	0.45	0.9
Cc1cccc(N2C(=O)CSC2c2cccnc2)c1 (stereo unspecified)	-4	4	1	29	-5	26	50	0.21	0.7
C=CCNc1nc(C)nc(OC)n1	2	-13	1.1	5	11	-16	-20	-0.54	1.2
CCc1ccc(C2CC(c3ccc(Cl)cc3)=NNC2=O)cc1 (stereo unspecified)	-1	40	0.6	-37	7	84*	-19	-0.012	0.2
COCCNC(=O)CCc1c(C)nc2c(-c3ccc(F)cc3)c(C)nn2c1C	2	35	0.6	-46	6	41	-4	0.37	0.6
COc1cccc(N2CCN(C(=O)Nc3ccc4c(c3)NC(=O)CO4)CC2)c1	/	13	0.9	0	2	-6	-5	-0.77	1.1
O=C1OCCC1Sc1nnc(-c2cccs2)n1Cc1ccccc1 (stereo unspecified)	-1	10	0.9	/	/	9	/	-0.35	0.9
CCOC(=O)Cn1cc(C(=O)c2ccco2)c2ccccc21	-2	84*	0.2	-5	2	81*	-26	/	0.2
CN=C1S/C(=C\c2cc(C)n(-c3ccccc3F)c2C)C(=O)N1C	/	-68	1.7	-6	8	7	-5	-0.064	0.9

Rewritten with values under each structure: 14 of the compounds above
Under each structure – Calb biofilm kill | CYP2C9 inhib | CYP2C9 act | TNFa cytotox | VCAM1 TNFa inh | CYP2C19 inhib | IL1B cytotox | hDAT+cocaine | CYP2C19 activ
CCc1ccc2nc3nc(C)cc(C)c3c(N)c2c1
 : / | 1 | 1 | -11 | 7 | -6 | 9 | 0.85 | 1.1
NC(=O)c1ccccc1NS(=O)(=O)c1cccs1
 : 5 | -90 | 1.9 | -33 | -4 | 14 | -1 | -3.2* | 0.9
COc1cc2[nH]c3c(N4CCC(C(N)=O)CC4)ncnc3c2cc1OC
 : 4 | -2 | 1 | -26 | -13 | 2 | -19 | / | 1
O=c1cc(C(F)(F)F)nc(-n2[nH]c3c(c2=O)CCCC3)[nH]1
 : / | -2 | 1 | 18 | -3 | 1 | -22 | -0.76 | 1
CC1CCCC(C)N1CCNC(=O)C1CCN(S(=O)(=O)N2CCCCC2)CC1 (stereo unspecified)
 : 9 | -6 | 1.1 | 36 | 27 | 6 | 17 | -0.55 | 0.9
CCC(=O)NNc1cccc(Cl)n1
 : / | 4 | 1 | -5 | 3 | 7 | -32 | / | 0.9
CCC(C)(C)n1nnnc1C(C(C)C)N1CCSCC1 (stereo unspecified)
 : 10 | 20 | 0.8 | -28 | 11 | 41 | -49 | 0.23 | 0.6
Cc1nc(C(C)(C)O)n(-c2ccccc2)n1
 : 0 | 4 | 1 | -3 | -12 | 10 | -2 | 0.45 | 0.9
Cc1cccc(N2C(=O)CSC2c2cccnc2)c1 (stereo unspecified)
 : -4 | 4 | 1 | 29 | -5 | 26 | 50 | 0.21 | 0.7
C=CCNc1nc(C)nc(OC)n1
 : 2 | -13 | 1.1 | 5 | 11 | -16 | -20 | -0.54 | 1.2
CCc1ccc(C2CC(c3ccc(Cl)cc3)=NNC2=O)cc1 (stereo unspecified)
 : -1 | 40 | 0.6 | -37 | 7 | 84* | -19 | -0.012 | 0.2
COCCNC(=O)CCc1c(C)nc2c(-c3ccc(F)cc3)c(C)nn2c1C
 : 2 | 35 | 0.6 | -46 | 6 | 41 | -4 | 0.37 | 0.6
COc1cccc(N2CCN(C(=O)Nc3ccc4c(c3)NC(=O)CO4)CC2)c1
 : / | 13 | 0.9 | 0 | 2 | -6 | -5 | -0.77 | 1.1
O=C1OCCC1Sc1nnc(-c2cccs2)n1Cc1ccccc1 (stereo unspecified)
 : -1 | 10 | 0.9 | / | / | 9 | / | -0.35 | 0.9
